# Bfl-1 Bim block: disrupts Bim binding to human Bfl-1 | Q16548 | Bead-based flow cytometry, Bim-Bfl-1 binding inhibition | inhibition, % at 10 µM | actives 0.12% (n = 190,000);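 further: 0% = wells without compound plus tracer and 100% = blocker peptide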
# Rac1 act GTP bind: modulators of GTP binding to human Rac1 activated mutant; percent activity (GTP binding), % at 10 µM; P63000; GST-Rac1 activated beads, fluorescent GTP binding, flow cytometry; actives lie on both sides; 100% means binding = to untreated wells; actives 0.11% (n = 190,000);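 active means GTP binding at least 20 percentage points away from the 100% baseline, in either direction, so actives lie on both sides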
# Bcl-W Bim block: disrupts Bim peptide binding to human Bcl-W. actives 0.02% (n = 190,000). inhibition, % at 10 µM. AID 952. bead-based flow cytometry;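 further: 0% = bound tracer without compound and 100% = peptide blocker; higher means less fluorescent Bim peptide bound to Bcl-W beads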
# Target sequence (Q92843 whole entry, looked up): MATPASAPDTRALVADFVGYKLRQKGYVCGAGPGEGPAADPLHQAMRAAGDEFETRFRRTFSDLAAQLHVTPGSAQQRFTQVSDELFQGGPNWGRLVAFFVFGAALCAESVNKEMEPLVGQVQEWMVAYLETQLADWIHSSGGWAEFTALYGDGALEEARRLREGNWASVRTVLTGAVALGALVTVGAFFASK
# HRas wt GTP bind: changes GTP binding to wildtype human HRas | P01112 | GST-Ras wt beads, Bodipy-FL-GTP binding, flow cytometry; actives lie on both sides | GTP binding activity, % at 10 µM | actives 0.14% (n = 190,000) | AID 759;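 active means GTP binding activity at least 20% away from the 100% baseline, either lowered as inhibitor or raised as activator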;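 further: 0% = unlabeled GTP competition control and 100% = no-compound control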
# Rab2 wt GTP: changes GTP binding to wildtype dog Rab2A, up or down | actives 0.19% (n = 190,000) | AID 760 | P61105 | GTP binding activity, % at 10 µM | GST-Rab2 wt beads, Bodipy-GTP binding, flow cytometry;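 active means GTP binding activity at least 20 points away from 100%, either lowered or raised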;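 further: 0% = beads with excess unlabeled GTP and 100% = no-compound control corrected for plate trend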
# Cdc42 wt GTP: modulators (inhibitors or activators) of GTP binding to human Cdc42 wildtype. actives 0.2% (n = 190,000). percent activity (GTP binding), % at 10 µM. AID 761. GST-Cdc42 beads, Bodipy-GTP binding, flow cytometry; actives lie on both sides;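 active means percent activity GTP binding at least 20 points away from the 100% baseline, either down as inhibitor or up as activator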;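 further: median bead fluorescence of bound Bodipy-FL-GTP at 100 nM; 0% = excess unlabeled GTP control and 100% = no compound control; below 100% means less GTP binding so inhibitor and above means activator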
# Bcl-2 Bim block: disrupts Bim peptide binding to human Bcl-2 | inhibition, % at 10 µM | AID 950 | actives 0.06% (n = 190,000) | P10415 | Bead-based flow cytometry, Bim peptide-Bcl-2 binding; in the data active means inhibition above about 40%;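 further: 0% = no compound wells with probe peptide and 100% = reference peptide inhibitor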
# Target sequence (P10415 whole entry, looked up): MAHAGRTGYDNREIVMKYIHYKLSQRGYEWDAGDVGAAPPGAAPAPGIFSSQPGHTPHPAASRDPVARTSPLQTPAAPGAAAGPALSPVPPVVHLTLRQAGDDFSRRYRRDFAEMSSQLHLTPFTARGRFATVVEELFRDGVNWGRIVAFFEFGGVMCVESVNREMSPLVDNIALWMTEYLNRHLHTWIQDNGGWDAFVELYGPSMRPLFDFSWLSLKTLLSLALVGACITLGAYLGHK
# Bim-Bcl-XL: inhibitors of Bim-Bcl-XL interaction, human; AID 1007; inhibition, % at 10 µM; Bim peptide-Bcl-XL binding, bead flow cytometry, fluorescence; actives 0.04% (n = 190,000); Q07817
# Target sequence (Q07817 whole entry, looked up): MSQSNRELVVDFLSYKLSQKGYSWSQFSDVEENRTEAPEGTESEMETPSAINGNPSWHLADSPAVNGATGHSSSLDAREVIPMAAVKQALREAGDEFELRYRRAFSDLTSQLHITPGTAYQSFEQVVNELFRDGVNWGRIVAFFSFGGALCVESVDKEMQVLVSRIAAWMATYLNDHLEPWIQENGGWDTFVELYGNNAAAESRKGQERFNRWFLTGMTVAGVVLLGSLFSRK
# Rac1 wt GTP bind: modulators of human Rac1 wildtype GTP binding | P63000 | GST-Rac1 beads, fluorescent GTP binding, flow cytometry; actives lie on both sides; 0 = cold GTP competed, 100 = untreated | GTP binding activity (% of control), % at 10 µM | actives 0.27% (n = 190,000);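 active means GTP binding activity at least 20 points away from the 100% control level, either lower or higher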
# Rab7 wt modul: alters GTP binding to wildtype dog Rab7. AID 758. GST-Rab7 beads, fluorescent GTP binding, flow cytometry; actives lie on both sides; untreated = 100%, excess cold GTP = 0%. actives 0.055% (n = 190,000). GTP binding activity (percent of control), % at 10 µM;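 active means fluorescent GTP binding to Rab7 beads changed by at least 20 points from the 100% baseline, either direction, mostly lower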;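 further: median green fluorescence of bound Bodipy-FL-GTP per Rab7 bead population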
# Bim-Bcl-B: human Bim-Bcl-B interaction inhibition; inhibition, % at 10 µM; bead-based flow cytometry, Bim peptide-Bcl-B binding; Q9HD36; actives 0.073% (n = 190,000);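 further: 0% = tracer peptide without compound and 100% = reference inhibitor peptide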
# Target sequence (Q9HD36 whole entry, looked up): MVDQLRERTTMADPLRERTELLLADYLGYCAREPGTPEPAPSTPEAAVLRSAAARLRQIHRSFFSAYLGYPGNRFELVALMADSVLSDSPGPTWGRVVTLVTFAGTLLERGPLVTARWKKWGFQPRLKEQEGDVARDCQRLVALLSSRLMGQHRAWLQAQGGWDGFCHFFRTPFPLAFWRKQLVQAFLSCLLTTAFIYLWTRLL
# * hit, by the source's call. Unless noted, no stated cut-off is given here; in the data, active means inhibition above about 40%.
SMILES,Bfl-1 Bim block,Rac1 act GTP bind,Bcl-W Bim block,HRas wt GTP bind,Rab2 wt GTP,Cdc42 wt GTP,Bcl-2 Bim block,Bim-Bcl-XL,Rac1 wt GTP bind,Rab7 wt modul,Bim-Bcl-B
O=C(NCCc1ccc2c(c1)OCCO2)c1cc(F)cc(F)c1,-11,102,-4,99,99,104,-11,-5,106,97,-9
CC(NCc1cccn1C)c1ccccc1 (stereo not given),-4,98,0,99,100,97,-3,-6,101,100,1
COc1ccc2cc(CCNC(=O)c3c(-c4ccccc4Cl)noc3C)c(=O)[nH]c2c1,-9,97,0,96,95,93,-6,-2,96,97,-8
CCOc1cccc(OCCOCCN(C)Cc2ccccc2)c1,-6,100,-3,100,99,102,-3,-6,103,98,-2
Cc1cc(=O)[nH]c(SCC(=O)Nc2ccccc2C)n1,-11,93,-4,97,96,95,-8,-3,97,100,-9
O=C(CN1C(=O)c2cccc3cccc(c23)C1=O)N1CCN(c2ccccn2)CC1,0,102,-1,100,98,103,0,-6,108,102,-4
CCOC(=O)CN1CC23C=CC(O2)C(C(=O)Nc2ccc(OC)cc2OC)C3C1=O (stereo not given),-7,99,-1,102,101,104,-7,-3,105,102,-7
O=C(COC(=O)c1ccc([N+](=O)[O-])o1)NC1CCS(=O)(=O)C1 (stereo not given),0,104,-3,100,101,102,-1,-6,106,96,-3
Cn1ccnc1SCC(=O)Nc1ccc2c(c1)COC2=O,-5,99,-5,100,100,102,-3,-8,102,106,-5
N#Cc1ccc(C(c2nnnn2CCc2ccccc2)N2CCCCCC2)cc1 (stereo not given),2,99,0,96,98,96,4,4,97,96,0
O=C1CC(N2CCN(C(c3ccccc3)c3ccccc3)CC2)C(=O)N1 (stereo not given),8,102,-7,104,103,102,0,0,110,103,0
Clc1ccc(-c2noc(CN(Cc3ccccn3)CC3CCCO3)n2)cc1 (stereo not given),-11,94,-1,99,99,96,-1,-6,100,103,-6
O=C(Nc1nc2c(s1)CCCC2)C1CCCN1C(=O)c1cccs1 (stereo not given),-6,101,4,104,101,103,-4,-9,110,100,-4
CCc1ccc2[nH]c(O)c(N=Nc3nc(-c4ccccc4)cs3)c2c1,1,92,-1,96,96,95,2,1,95,95,-1
COc1ccccc1NC(=S)N(Cc1ccco1)Cc1cc2cc(C)ccc2[nH]c1=O,-2,99,-6,97,98,96,-1,-6,97,96,-3
Cc1ccc(N(CC(=O)NC2CCCCCC2)S(=O)(=O)c2c(C)nn(C)c2C)cc1,-2,99,-1,99,101,99,-3,1,105,100,-5
O=S(=O)(c1cccs1)N1CCN(CC(O)COc2cccc(Br)c2)CC1 (stereo not given),-10,99,6,101,101,98,-4,-1,106,103,-2
COc1cc(C(=O)Nc2nnc(SC)s2)c([N+](=O)[O-])cc1OC,3,94,0,95,92,94,-1,3,96,96,4
CCc1ccc2[nH]c(=O)c(CN(CCCN3CCOCC3)C(=O)Nc3ccc(F)cc3)cc2c1,-16,100,-4,102,102,102,-11,-10,104,98,-8
COc1cc(C2C3=C(CCCC3=O)Nc3ccc4ncccc4c32)ccc1O (stereo not given),5,95,0,93,94,94,0,1,92,96,2

# Complete entries from above. Screens in order: Bfl-1 Bim block | Rac1 act GTP bind | Bcl-W Bim block | HRas wt GTP bind | Rab2 wt GTP | Cdc42 wt GTP | Bcl-2 Bim block | Bim-Bcl-XL | Rac1 wt GTP bind | Rab7 wt modul | Bim-Bcl-B
# Listed for O=S(=O)(c1cccs1)N1CCN(CC(O)COc2cccc(Br)c2)CC1 (stereo not given) → -10 | 99 | 6 | 101 | 101 | 98 | -4 | -1 | 106 | 103 | -2
# Listed for CC(NCc1cccn1C)c1ccccc1 (stereo not given) → -4 | 98 | 0 | 99 | 100 | 97 | -3 | -6 | 101 | 100 | 1
# Listed for Cn1ccnc1SCC(=O)Nc1ccc2c(c1)COC2=O → -5 | 99 | -5 | 100 | 100 | 102 | -3 | -8 | 102 | 106 | -5
# Listed for CCc1ccc2[nH]c(O)c(N=Nc3nc(-c4ccccc4)cs3)c2c1 → 1 | 92 | -1 | 96 | 96 | 95 | 2 | 1 | 95 | 95 | -1
# Listed for COc1ccc2cc(CCNC(=O)c3c(-c4ccccc4Cl)noc3C)c(=O)[nH]c2c1 → -9 | 97 | 0 | 96 | 95 | 93 | -6 | -2 | 96 | 97 | -8

# The list continues.
SMILES,Bfl-1 Bim block,Rac1 act GTP bind,Bcl-W Bim block,HRas wt GTP bind,Rab2 wt GTP,Cdc42 wt GTP,Bcl-2 Bim block,Bim-Bcl-XL,Rac1 wt GTP bind,Rab7 wt modul,Bim-Bcl-B
Fc1cccc(F)c1/C=N/NC(=S)Nc1cccnc1,-2,95,1,97,98,94,0,-1,100,104,-3
C/C(NC1CCCCC1)=C(/C#N)C(=O)NCCN1CCOCC1,-16,98,-3,104,101,104,-8,-5,105,104,-11
CN(C)CCCNC(=O)CCc1nc2ccccc2c(=O)[nH]1,-3,101,-2,105,106,106,-2,-1,104,104,-3
COc1ccc2nc(C)cc(SCC(=O)Nc3c(C)cccc3C)c2c1,-2,101,-2,98,98,100,0,-2,103,96,0
Cc1ccc(NC(=O)CCC(=O)NNC(=O)Cc2ccccc2)cc1C,-2,97,-1,102,100,99,-2,-3,98,104,-1
COCCNC(=O)/C(C#N)=C/c1ccc2c(c1)OCO2,-4,96,-1,94,95,94,-1,0,99,91,-3
O=C(NCc1ccccc1)NC1(C(=O)N2CCN(c3ncccn3)CC2)CCCCC1,-13,95,-2,97,94,99,-8,-7,96,95,-8
Cc1ccc(S(=O)(=O)NC(CC(=O)NCc2ccco2)c2ccco2)cc1 (stereo not given),-13,93,0,96,93,96,-8,-5,92,95,-9
COc1ccc(S(=O)(=O)Nc2cc3c4c(oc3c3ccccc23)CC(C)(C)CC4=O)cc1,0,93,2,97,94,92,-4,1,91,95,-1
CC1(C)CC(NC(=O)Nc2ccc([N+](=O)[O-])cc2)CC(C)(C)N1,-9,98,-3,99,97,98,-3,-4,100,107,-5
Cc1ccc(C(=O)CC(SCC(=O)O)c2ccc([N+](=O)[O-])cc2)cc1 (stereo not given),0,97,-2,98,99,98,-5,-1,101,95,-3
CCCCOC(=O)Nc1nc(CC(=O)OCC)cs1,-9,96,-2,99,98,99,-6,-3,99,99,-8
O=S(=O)(c1ccccc1)N1CCN(c2nc3ccccc3s2)CC1,-12,99,1,101,103,102,-5,-2,105,101,-5
Cc1ccc(S(=O)(=O)N2CCC(=O)N(CCOC(=O)Nc3ccc(C)c(C)c3)CC2)cc1,0,98,-1,101,101,102,0,-3,106,99,-6
O=C(CCCN1C(=O)c2ccccc2C1=O)N1CCOCC1,-5,99,-5,100,100,98,-2,-1,100,101,-4
N/C(=N\OC(=O)CCC(=O)O)c1ncc(C(F)(F)F)cc1Cl,-7,95,-3,94,99,95,-2,-1,98,98,-5
OCC1(CCc2ccccc2)CCN(Cc2cnc(N3CCCC3)s2)CC1,-4,96,1,96,99,98,-3,-2,95,98,-6
Cc1ccc(C(=O)NCc2ccc(Cl)c(Cl)c2)o1,-2,99,-2,100,100,101,-3,-1,108,100,-2
COc1cccc(/C=N/NC(=O)c2ccc(COc3ccc(Cl)cc3Cl)o2)c1,0,97,0,100,100,98,0,1,98,97,0
CCCCNC(=O)Cn1cnc([N+](=O)[O-])n1,-6,88,-2,91,88,90,1,-1,93,95,-2

# The list goes on (four carried over from the part before).
SMILES,Bfl-1 Bim block,Rac1 act GTP bind,Bcl-W Bim block,HRas wt GTP bind,Rab2 wt GTP,Cdc42 wt GTP,Bcl-2 Bim block,Bim-Bcl-XL,Rac1 wt GTP bind,Rab7 wt modul,Bim-Bcl-B
OCC1(CCc2ccccc2)CCN(Cc2cnc(N3CCCC3)s2)CC1,-4,96,1,96,99,98,-3,-2,95,98,-6
Cc1ccc(C(=O)NCc2ccc(Cl)c(Cl)c2)o1,-2,99,-2,100,100,101,-3,-1,108,100,-2
COc1cccc(/C=N/NC(=O)c2ccc(COc3ccc(Cl)cc3Cl)o2)c1,0,97,0,100,100,98,0,1,98,97,0
CCCCNC(=O)Cn1cnc([N+](=O)[O-])n1,-6,88,-2,91,88,90,1,-1,93,95,-2
Cc1ccccc1OC(=O)Cn1c(C(F)(F)F)nc2ccccc21,-15,97,0,99,99,101,-9,-5,105,99,-9
COc1cc(CNC(C)(C)C)cc(Br)c1OCc1cccs1,-5,97,-6,100,98,103,-6,-9,103,103,-10
O=C(NCc1ccccn1)c1ccc(N2CCCC2=O)cc1,-6,97,2,97,96,96,-3,-1,100,97,-3
Cc1ccc(CSc2nncn2-c2ccccn2)cc1,-3,101,-3,100,101,102,-14,-1,104,100,-2
CC1CCN(C(=O)CN(C2CCCCC2)S(C)(=O)=O)CC1,-3,99,0,101,102,102,-3,0,105,101,-2
C=CCc1c(O)nc(SCC(=O)c2ccccc2)[nH]c1=O,3,101,4,105,101,108,1,0,104,99,1
Cc1ccnc(-n2c(C)cc(C=O)c2C)c1,0,98,1,100,101,102,0,1,101,101,1
Cc1cccc(Nc2nc(NCc3ccco3)c3ccccc3n2)c1,-2,85,-4,85,72*,84,-5,-5,88,79*,5
CCOC(=O)c1ccc(C(=O)OCC)nc1,-9,101,2,101,103,104,-5,-1,114,102,-7
Cc1ccc(N2CC(C(=O)O)CC2=O)cc1 (stereo not given),-4,96,-3,98,100,97,-4,-4,99,100,-2
CN1OC2C(=O)N(c3ccccc3)C(=O)C2C1c1ccc(F)cc1 (stereo not given),-13,94,0,93,92,98,-10,-6,91,94,-10
Cc1cc(C)n2nc(SCC(=O)N(C)c3c(N)n(Cc4ccccc4)c(=O)[nH]c3=O)nc2n1,-9,97,1,102,98,96,-4,0,99,106,-4
CSc1nc2c(c(=O)[nH]1)C(c1cccs1)C1=C(CCCC1=O)N2 (stereo not given),-19,101,-2,103,102,105,-13,-9,112,100,-10
Fc1cccc2sc(Nc3nc4ccccc4s3)nc12,-1,99,-3,99,98,98,-1,-8,102,97,-5
O=C(NCCSc1ccccc1)c1ccco1,-12,99,-3,103,103,104,-4,-7,104,102,-12
Oc1ccccc1-c1nc(NCc2ccco2)c2ccccc2n1,0,99,-1,99,100,100,-3,-1,104,99,0
CCN(CC(=O)Nc1ccccc1C(=O)OC)S(=O)(=O)c1ccc(OC)cc1,-13,93,0,94,94,94,-9,5,92,94,-9
